Screens deposited in PubChem by several laboratories.
TRPC4 PAM: allosteric potentiators of mouse TRPC4 channel | Q9QUQ5 | HEK293 TRPC4beta/mu-opioid, DAMGO EC20, Fluo-4 Ca2+ flux; active compounds read high | B-score at 10 µM | 0.42% of 310,000 active | AID 2227;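 active = B-score of calcium response area above 5 SD of library B-scores, with initial fluorescence ratio within 5 SD of library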;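 note: B-score of integrated fluorescence ratio over time as area under calcium response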
Target sequence (Q9QUQ5 whole entry, looked up): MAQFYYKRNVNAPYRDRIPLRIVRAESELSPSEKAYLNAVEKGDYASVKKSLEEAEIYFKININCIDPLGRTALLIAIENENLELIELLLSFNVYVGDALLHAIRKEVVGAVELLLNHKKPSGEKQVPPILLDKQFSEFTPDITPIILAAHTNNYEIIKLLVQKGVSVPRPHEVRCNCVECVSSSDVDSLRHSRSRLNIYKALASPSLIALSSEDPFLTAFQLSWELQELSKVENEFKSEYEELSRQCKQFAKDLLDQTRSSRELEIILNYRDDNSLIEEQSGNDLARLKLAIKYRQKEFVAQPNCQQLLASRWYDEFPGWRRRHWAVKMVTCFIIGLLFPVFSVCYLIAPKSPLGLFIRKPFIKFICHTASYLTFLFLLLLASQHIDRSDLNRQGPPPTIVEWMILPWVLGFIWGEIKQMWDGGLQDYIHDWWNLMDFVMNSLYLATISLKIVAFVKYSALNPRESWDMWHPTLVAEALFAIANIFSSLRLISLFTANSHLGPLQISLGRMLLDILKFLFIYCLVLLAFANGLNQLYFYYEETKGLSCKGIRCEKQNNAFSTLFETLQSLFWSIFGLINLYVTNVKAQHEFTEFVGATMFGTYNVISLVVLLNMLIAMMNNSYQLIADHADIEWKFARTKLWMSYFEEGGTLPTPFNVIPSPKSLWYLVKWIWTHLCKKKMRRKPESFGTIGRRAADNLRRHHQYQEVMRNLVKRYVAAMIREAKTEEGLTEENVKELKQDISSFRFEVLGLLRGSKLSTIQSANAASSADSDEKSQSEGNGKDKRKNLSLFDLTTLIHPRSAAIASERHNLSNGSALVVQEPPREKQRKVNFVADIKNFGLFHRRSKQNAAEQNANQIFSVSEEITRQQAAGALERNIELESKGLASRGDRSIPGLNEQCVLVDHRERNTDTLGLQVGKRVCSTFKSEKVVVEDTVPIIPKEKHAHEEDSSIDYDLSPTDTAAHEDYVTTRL
TRPC6 act: activators of mouse TRPC6 channel. Q61143. HEK293-TRPC6 membrane potential dye fluorescence; active compounds read high. B-score at 10 µM. 0.13% of 310,000 active. AID 2550;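 active = B-score of the integrated fluorescence ratio above library mean plus 3 SD, and starting fluorescence ratio within library mean plus 5 SD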;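 note: higher score means more depolarization so channel activation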
MrgX1 antag: human MrgX1 receptor antagonism, primary screen; Q96LB2; MRGX1-HEK293 calcium flux, Fluo-4, BAM8-22 antagonism; active compounds read low; B-score at 10 µM; 1.3% of 310,000 active;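 active = calcium-response B-score plate-corrected more than 3 library SD below zero, starting fluorescence within 5 deviations, no agonist response on first addition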;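 note: peak minus trough fluorescence over baseline after final BAM8-22 challenge near maximal dose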
HIF activator: HIF pathway transcriptional activation. activation, % at 7.5 µM (by protocol). AID 1910. 0.32% of 300,000 active. U2OS HRE-luciferase reporter, luminescence; normalized: DMSO 0%, desferrioxamine 100%;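 active = mean activation of at least 10% of the iron chelator positive control signal, with at least half of replicates also reaching 10%; inconclusive = mean and replicate majority disagree about reaching 10%; inactive = mean and most replicates under 10%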
TRPC4 block: TRPC4 (mouse) channel inhibition | Q9QUQ5 | HEK293 TRPC4beta/mu-opioid, DAMGO-evoked Fluo4 calcium flux; active compounds read low | B-score at 10 µM | 0.39% of 300,000 active | AID 2247;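 active = B-score over 3 SD under the library average, no early fluorescence shift, positive overall ratio signal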
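Material: HEK293 cells with stable TRPC4beta plus mu-opioid receptor expression; probe or stimulus: DAMGO in two steps, submaximal then maximal; technique: Fluo4 calcium fluorescence by kinetic imaging, 5 s 1 Hz baseline; measure: integrated fluorescence ratio relative to baseline, converted to per-well B score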
aSyn 5UTR inh: 5' untranslated region of α-synuclein, MLPCN primary screen | alpha-synuclein 5'UTR reporter, inhibitor activity | inhibition, % (tested at 7.5 µM) | 0.82% of 300,000 active | AID 1813; in the data active = inhibition above about 60%; inconclusive = no clear call, values can overlap the other calls;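 note: H4 neuroglioblastoma cells stably carrying SNCA 5'UTR luciferase fusion; 0% = DMSO wells and 100% = positive control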
TRPC4 act: opens the mouse TRPC4 cation channel | Q9QUQ5 | HEK293 TRPC4beta/mu-opioid, Fluo4 calcium fluorescence; active compounds read high | B-score at 10 µM | 0.49% of 310,000 active;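 active = B-score above 5 SD of library B-scores, and initial fluorescence ratio not above library mean plus 5 SD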;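 note: positive B-score marks a calcium rise read as TRPC4 activation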
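Incubation: 45 min room-temperature Fluo4 loading, 110 s read / System: HEK293 cells stably co-expressing mouse TRPC4beta and mu-opioid receptor / Signal: Fluo4 fluorescence, kinetic / Control set: buffer (low) and maximal DAMGO (high) / Measure: integrated baseline-normalised fluorescence ratio, converted to per-well B score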
IEC-6 tox: counter-screen for KLF5 inhibitors: cytotoxicity in IEC-6 cells; IEC-6 cytotoxicity, luminescence viability; inhibition, % at 5 µM; 0.78% of 290,000 active; AID 1825; in the data active = inhibition above about 22%;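 note: 0% = plate median of test compound wells and 100% = cytotoxic reference compound wells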
KLF5 inh: kruppel-like factor 5 inhibition; 0.23% of 290,000 active; DLD-1 KLF5 promoter-luciferase reporter, luminescence; inhibition, % at 5 µM;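 active = inhibition above a per-plate limit of that plate's mean compound inhibition plus 3 SD, cut at about 60% in these data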;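 note: 0% = DMSO wells and 100% = LY294002 at 200 µM; higher means less KLF5 promoter-driven luciferase light; inactives centre near -14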
TRPC6 inh: inhibitors of mouse TRPC6 channel. HEK293-TRPC6, membrane potential dye, ACh-evoked depolarization; active compounds read low. B-score at 10 µM. 1.1% of 310,000 active. AID 2553;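 active = B-score under library mean minus 3 SD, initial fluorescence not abnormally high, positive integrated signal ratio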;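 note: B-score derived from integrated fluorescence ratio over the kinetic read; more negative B-score means stronger inhibition of depolarization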
SKKanGAS inh: inhibitors of SKKanGAS S. pyogenes growth in kanamycin (SK-promoter or general growth effect). AID 1662. BacTiter-Glo, 6 h. 1.3% of 300,000 active. inhibition, % at 7.5 µM;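 active = mean replicate score, as percent of positive control median, at least 50; inconclusive = mean below 50 but one replicate at or above 50; inactive = mean and every replicate below 50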;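 note: strain carries kanamycin resistance gene driven by streptokinase promoter and grows in 40 µg/ml kanamycin; loss of luminescence reflects streptokinase promoter inhibition or plain growth inhibition; 0% = median of DMSO wells and 100% = positive control at its reference dose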
* = called active by the depositor; i = inactive; u = inconclusive; x = no result given.

SMILES | TRPC4 PAM | TRPC6 act | MrgX1 antag | HIF activator | TRPC4 block | aSyn 5UTR inh | TRPC4 act | IEC-6 tox | KLF5 inh | TRPC6 inh | SKKanGAS inh
CCOc1ccc(C(O)c2nccn2Cc2ccccc2)cc1 (stereo unspecified) | i | i | i | -3.3 | i | 14 | i | -7 | -18 | i | 3
Cc1ccc(C(=O)Nc2cccc(C(=O)NC3CCCCC3)c2)cc1 | i | i | i | 0.5 | i | -7 | i | 11 | -41 | i | -7
O=C(O)c1cc(S(=O)(=O)N2CCCCC2)ccc1Cl | i | i | i | 2.2 | i | 2 | i | -2 | -11 | i | -6
COc1c(/C=N/NS(=O)(=O)c2ccc(C)cc2)c(CCN(C)C(C)=O)cc2c1OCO2 | i | i | i | 0.2 | i | -1 | i | 0 | -4 | i | -6
O=C(c1ccccc1)N1CCN(S(=O)(=O)c2ccccc2)CC1 | i | i | i | -0.5 | i | 7 | i | 1 | 10 | i | -7
O=C1c2cccc3cccc(c23)C(=O)N1c1ccccc1Cl | i | i | i | -1.7 | i | 20 | i | 0 | -51 | i | 4
O=C(c1ccccc1NS(=O)(=O)c1ccc(F)cc1)N1CCCC1 | i | i | i | -0.3 | i | 30 | i | 3 | 0 | i | 0
CC(C)(C)C(=O)Nc1ccc(C(=O)N/N=C/c2ccccc2OC(=O)c2ccc(Cl)cc2)cc1 | i | i | i | -1.0 | i | 36 | i | -7 | -27 | i | 23
COc1ccc(Cc2nnc(NC(=O)c3cccs3)s2)cc1 | i | i | i | 0.9 | i | -5 | i | 7 | -15 | i | 9
CCOC(=O)C(=CNc1cccc(C)n1)C(=O)OCC | i | i | i | 0.6 | i | -1 | i | 2 | -35 | i | -6
COc1ccc(-c2nnc3cccc(Cl)n23)c(OC)c1 | i | i | i | 0.2 | i | 5 | i | 0 | -13 | i | -3
COC(=O)C(Cc1ccc(O)cc1)NC(=O)c1ccccc1OC (stereo unspecified) | i | i | i | -0.5 | i | -8 | i | -4 | -5 | i | 2
COc1ccc(CCN(C)C(=O)c2ccc(S(=O)(=O)NCc3ccco3)cc2)cc1OC | i | i | i | 0.2 | i | 3 | i | -6 | -14 | i | -1
COC(=O)N/N=C/c1ccc(-c2ccc(C)c(Cl)c2)o1 | i | i | i | 1.1 | i | 16 | i | 2 | -23 | i | -15
C=CCNC(=O)/C(=C\c1ccc(Br)cc1)NC(=O)c1ccccc1OC | i | i | i | -0.2 | i | 8 | i | 1 | -21 | i | 3
COc1ccc(C(=O)C(C)[n+]2ccc(-c3nnc4n3CCCCC4)cc2)cc1 (stereo unspecified) | i | i | i | 0.8 | i | -22 | i | 2 | -8 | i | 20
CCOCCn1c(N2CCN(c3ccc(OC)cc3)CC2)nc2c1c(=O)n(C)c(=O)n2C | i | i | i | 0.3 | i | -11 | i | 3 | -15 | i | 5
COc1cc(-c2cc(C(=O)Nc3ccc(N4CCOCC4)cc3)c3ccccc3n2)cc(OC)c1OC | i | i | i | -0.5 | i | 10 | i | 5 | -15 | i | 18
COc1ccc(Cl)cc1C(=O)NNC(=S)NC(=O)c1ccc(F)c(F)c1 | i | i | -5.9* | 0.5 | i | 16 | i | 4 | -50 | i | 99*
C[n+]1ccccc1COc1ccc(C(C)(C)C)cc1 | i | i | i | -0.5 | i | 30 | i | 0 | 0 | -5.1* | 2
COCc1cc(C)[nH]c(=O)c1C(=O)NC12CC3CC(CC(C3)C1)C2 | i | i | i | -0.6 | i | 19 | i | -1 | -12 | i | 0
CC(C)C(=O)Nc1cccc(NC(=O)c2cccc([N+](=O)[O-])c2)c1 | i | i | i | -0.5 | i | 19 | i | 7 | -14 | i | 6
COC(=O)c1sccc1NC(=O)c1ccccc1[N+](=O)[O-] | i | i | i | -0.2 | i | -13 | i | 3 | -23 | i | 4
O=C(CCCc1c[nH]c2ccccc12)NCc1ccc2c(c1)OCO2 | i | i | i | -0.2 | i | -21 | i | 2 | -38 | i | -15
CCCCN(C(=O)c1ccc([N+](=O)[O-])o1)c1c(N)n(CCCC)c(=O)[nH]c1=O | i | i | i | 0.0 | i | -1 | i | x | x | i | 9
CN=c1scc(-c2ccccc2F)n1/N=C/c1ccc(O)c(O)c1O | i | i | x | -2.2 | i | 21 | i | -9 | -37 | i | 8
C/C(=N\Nc1nc2ccccc2[nH]1)c1ccc(N2CCOCC2)cc1 | i | i | i | 2.5 | i | -163 | i | 18 | -28 | -5.8* | -6
CCOC(=O)N1CCN(S(=O)(=O)c2ccc(F)c(C(=O)Nc3ccc(C)c(Cl)c3)c2)CC1 | i | i | i | x | i | -42 | i | 10 | -8 | i | 8
Cc1ccc(C(=O)OCC(=O)Nc2sc3c(c2C#N)CCC3)cc1 | i | i | i | -0.3 | i | -5 | i | -3 | 14 | i | -9
c1cc(-c2nnn(CCOCCn3nnc(-c4ccncc4)n3)n2)ccn1 | i | i | i | 1.2 | i | -4 | i | -4 | -24 | i | -4
CCOC(=O)c1ccc2nc(CCC(=O)N[C@H](C(=O)OC)C(C)C)c(=O)n(CC)c2c1 | i | i | i | 0.5 | i | 14 | i | -5 | -7 | i | -1
CCN(CC)c1ccc(Nc2cc3n(c(=O)n2)CCc2cc(OC)c(OC)cc2-3)cc1 | i | i | -11* | -0.4 | i | 74* | i | 3 | -60 | i | 18
CC12COC3(C(N)=O)CC1CCC32C (stereo unspecified) | i | i | i | -0.2 | i | 9 | i | 1 | -6 | i | -7
O=C(CC1CCC1)Nc1cccc2c([N+](=O)[O-])cccc12 | i | i | i | -0.5 | i | -18 | i | x | x | i | -1
Cc1ccc(C(=O)NCC(=O)N2CCCCCC2)cc1 | i | i | i | 1.2 | i | -48 | i | 1 | -53 | i | -4
CC(Sc1nc(N2CCOCC2)nc(N2CCOCC2)n1)C(=O)Nc1ccccc1 (stereo unspecified) | i | i | i | -0.4 | i | 30 | i | 1 | -20 | i | -3
Cc1ccc(C)c(OCCC(=O)NCCc2ccc(S(N)(=O)=O)cc2)c1 | i | i | i | 0.0 | i | -4 | i | 2 | -2 | i | -4
CSc1nsc(SC)c1C(=O)NCCNS(=O)(=O)c1ccc(C)cc1 | i | i | i | -0.1 | x | 14 | i | 7 | 8 | i | -3
CN(C(=O)c1ccc2c(=O)n3c(nc2c1)CCCCC3)c1ccccc1F | i | i | i | -0.3 | i | 12 | i | -3 | -18 | i | 2
CCOc1ncccc1C(=O)OCC(=O)c1ccccc1Br | i | i | i | -0.3 | i | 0 | i | -3 | -16 | i | -4
CCOC(=O)[C@@H]1[C@H]2COc3ccccc3[C@@H]2N2C(=O)N(c3ccccc3)C(=O)[C@@]12C | i | i | i | -0.2 | i | -15 | i | 5 | -21 | i | 5
O=C(O)C[C@H]1c2ccccc2S(=O)(=O)N1c1ccccc1 | i | i | i | -0.2 | x | 0 | i | x | x | i | 0
O=C(c1ccco1)N1CCN(S(=O)(=O)c2c(Cl)cccc2Cl)CC1 | i | i | i | 0.5 | i | 21 | i | -4 | -19 | i | 4
CCOC(=O)N1CCC(NC(=O)CN2C(=O)CSc3nc(C)cc(C)c32)CC1 | i | i | i | x | i | 3 | i | 6 | -26 | i | -2
O=C(NCC1(c2ccccc2)CCCC1)c1ccc(Br)cc1 | i | i | i | -0.3 | i | 16 | i | -7 | 21 | i | -3
CCCCOC(=O)c1nc[nH]c1C(=O)OCCCC | i | i | i | 0.0 | i | -2 | i | -1 | 17 | i | 11
CC(C)(C)c1cc(C(=O)N/N=C/c2ccncc2)n[nH]1 | i | i | i | -0.1 | i | 25 | i | -2 | -1 | i | 5
CCCCN(C(=O)c1ccc(N2CCCC2=O)cc1)c1c(N)n(Cc2ccccc2)c(=O)[nH]c1=O | i | i | i | -0.7 | i | 0 | i | x | x | i | -9
COc1ccc(N2CCN(C(=O)CSc3nnnn3-c3ccc4c(c3)OCCO4)CC2)cc1 | i | i | i | x | i | 3 | i | -2 | -46 | i | -12
Cc1nnc(N(C)C(=O)c2ccc3c(c2)OCO3)s1 | i | i | i | 0.4 | i | -7 | i | 0 | -16 | i | 6
O=C(Nc1ccccc1)Nc1ccc2c(c1)CCC2 | i | i | i | 5.6 | i | -135 | i | 10 | -159 | i | 7
COc1cc(/C=C(/C#N)c2nc3ccccc3c(=O)[nH]2)ccc1O | i | i | i | 0.5 | i | -37 | i | -3 | -11 | i | 34
CCN1CCN(Cc2nc3c(c(=O)[nH]c(=O)n3C)n2Cc2ccccc2Cl)CC1 | 28* | i | i | 0.1 | i | -5 | i | 3 | 12 | i | -8
CC(NC(=O)CCCN1C(=O)c2ccccc2C1=O)c1ccc2c(c1)CCCC2 (stereo unspecified) | i | i | i | -0.1 | i | -12 | i | 6 | -24 | i | -18
O=C(C[n+]1ccc2ccccc2c1)Nc1cc(C(F)(F)F)ccc1Cl | i | i | i | 0.0 | i | -15 | i | 7 | -4 | i | u
CC(C)CNc1nc(N)c([N+](=O)[O-])c(NCC2CCCO2)n1 (stereo unspecified) | i | i | i | 0.6 | i | u | i | -4 | -12 | i | 7
CN(Cc1ccccc1)C(=O)c1[nH]cnc1C(=O)NCC(=O)OCc1ccccc1 | i | i | i | -0.1 | i | 9 | i | -10 | -7 | i | -3
COc1cc2cc(C(=O)N3CCN(c4ccccc4OC)CC3)[nH]c2cc1OC | i | i | i | -0.7 | i | -3 | i | 6 | -16 | i | -3
Cc1cc(C)nc(SCC(=O)OCN2C(=O)c3ccccc3C2=O)n1 | i | i | i | 0.4 | i | -3 | i | 9 | -11 | i | -11
O=C(Oc1ccccc1C(=S)N1CCOCC1)c1ccc([N+](=O)[O-])cc1[N+](=O)[O-] | i | i | i | -0.3 | i | -41 | i | -9 | -19 | i | 0
CC(C)(C)NC(=O)c1ccc2c(c1)N(CC(=O)N1CCN(c3ccccc3F)CC1)C(=O)C(C)(C)O2 | i | i | i | 0.0 | i | 12 | i | -1 | -21 | i | 1
Cc1ccc(C(=O)NCC(=O)NCC(c2cccs2)N2CCOCC2)cc1C (stereo unspecified) | i | i | i | 0.5 | i | 12 | i | x | x | i | 18
